GLP-1R agonist = qHTS of GLP-1 Receptor Agonists | Glucagon-like peptide 1 receptor (Homo sapiens), P43220 | HEK293 GLP-1R CRE-luciferase, luminescence, 4-6 h; cells express a hypersensitive GLP-1R form | Potency, µM (titrated, usually from 45.6 µM), without a hit: at the highest dose activation, most hits filed as activators | hit rate 0.007% among 380,000; also: % of control where 0% means no effect
Target sequence (P43220 whole entry, looked up): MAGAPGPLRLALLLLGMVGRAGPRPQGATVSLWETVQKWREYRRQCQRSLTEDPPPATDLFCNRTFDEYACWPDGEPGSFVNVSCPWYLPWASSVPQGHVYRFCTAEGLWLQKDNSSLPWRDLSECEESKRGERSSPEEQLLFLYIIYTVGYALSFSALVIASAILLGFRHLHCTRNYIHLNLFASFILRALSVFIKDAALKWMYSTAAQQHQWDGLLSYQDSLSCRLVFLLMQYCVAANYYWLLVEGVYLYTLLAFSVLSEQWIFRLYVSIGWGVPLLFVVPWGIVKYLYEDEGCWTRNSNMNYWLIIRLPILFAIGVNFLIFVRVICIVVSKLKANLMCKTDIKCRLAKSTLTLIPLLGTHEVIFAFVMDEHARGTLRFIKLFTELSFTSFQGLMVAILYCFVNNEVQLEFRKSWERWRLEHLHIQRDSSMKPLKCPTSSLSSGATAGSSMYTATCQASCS
TDP-43 yeast inh = qHTS of TDP-43 Inhibitors | TDP-43 expressing yeast growth rescue, BacTiter-Glo, 24 h | Potency, µM (top dose mostly 46.1 µM), for the others: top-dose growth rescue (activation), actives largely listed as activators | hit rate 1.8% among 410,000; also: % of control where 0% means no effect; nearly all actives have a fitted effect of over 50% in size
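In this qHTS, compounds that restore growth of yeast expressing TDP-43 appear as activators. Cells (OD600=0.02, galactose medium, raffinose-pregrown) are incubated with compound 24 hr at 30 deg C and growth is quantified by BacTiter-Glo.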
SW480 rereplic = A quantitative high throughput screen for small molecules that induce DNA re-replication in SW480 colon adenocarcinoma cells; SW480 DNA re-replication, Hoechst DNA content imaging, 48 h; Potency, µM (doses to about 46.1 µM), for inactives: at the top dose re-replication activation, usual class: activators; hit rate 1.8% among 340,000; AID 624297, 2012; also: % of control where 0% means no effect; nearly all actives have a fitted effect of over 55% in size
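250 cells/well; 23 nL cpd via pin tool; 48 hr, 37 C, 5% CO2; Hoechst 40 min; imager read of total nuclear intensity, ex 405/em 500-530 nm.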
HT1080NT lethal = qHTS for induction of synthetic lethality in tumor cells producing 2HG: qHTS for the HT-1080-NT fibrosarcoma cell line; HT-1080-NT fibrosarcoma viability, CellTiter-Glo ATP luminescence, 48 h; Potency, µM (doses to about 46.1 µM), without a hit: at the top dose activity, negative = less viability, most hits filed as cytotoxic; hit rate 1.6% among 360,000;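 also: NT is the 2HG producing partner of a matched IDH1 knockdown line; 0% = DMSO-treated cells and -100% = media-only wells without cells; nearly all actives have a fitted effect of over 55% in size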
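Read-out is CellTiter-Glo luminescence after 10 minutes at room temperature, following 48 hours' compound treatment of HT-1080-NT cells (750 cells/well, RPMI, 5% FBS, 37 degrees C).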
HT1080 IDH1KD tx = qHTS for induction of synthetic lethality in tumor cells producing 2HG: qHTS for the HT-1080-IDH1KD cell line | HT-1080 IDH1 knockdown viability, ATP luminescence, 48 h | Potency, µM (highest dose often 46.1 µM), inactives show top-dose activity, negative = toxicity, most hits filed as cytotoxic | hit rate 2% among 360,000 | AID 686971, 2013;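 also: 0% = DMSO wells and -100% = cell-free medium wells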
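After a 2 h attachment period, IDH1KD HT-1080 cells took pin-transferred compound for 48 h at 37 °C; ATP-based luminescence after 10 min room-temperature reagent incubation reported viability.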
KB-V1 MDR tox = qHTS assay for MDR1-selective chemotherapeutics: Primary screen using the drug-selected MDR subline cells KB-V1; KB-V1 MDR cells viability, CellTiter-Glo, 72 h; Potency, µM (top dose mostly 46.1 µM), for inactives: at the top dose activity change, negative = cytotoxicity, actives largely listed as cytotoxic; hit rate 3.4% among 400,000; also: % is scaled to controls: 0 for no effect and ±100 for the full control effect; nearly all actives have a fitted effect of over 60% in size
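Potencies derive from concentration-effect curves fitted to normalized luminescence (CellTiter-Glo) of KB-V1 cells treated for 72 h at 37 degrees C in phenol-red-free DMEM containing 10% FBS.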
GLP1R inv ag = qHTS of GLP-1 Receptor Inverse Agonists (Inhibition Mode) | AID 624417, 2012 | hit rate 1.6% among 410,000 | Potency, µM (highest dose often 38.3 µM), inactives show top-dose activity change, negative = inhibition, actives largely listed as inhibitors | HEK293 GLP-1R CRE-luciferase, luminescence, 24 h; GLP-1R form is constitutively active | Glucagon-like peptide 1 receptor (Homo sapiens), P43220; also: % is scaled to controls: 0 for no effect and ±100 for the full control effect; nearly all actives have a fitted effect of over 55% in size
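Seeding at 200 cells/uL, 12 h culture, 24 hr compound treatment, then luciferase reagent and a luminescence read; cells are HEK293 stably expressing a constitutively active GLP-1R plus cAMP-responsive luciferase.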
GLP1R cytotox = qHTS of GLP-1 Receptor Inverse Agonists: Cytotox Screen | HEK293 cAMP-luciferase reporter cells, luminescence, 24 h | AID 624418, 2012 | Potency, µM (titrated, usually from 38.3 µM), without a hit: at the top dose activity change, negative = inhibition, usual class: inhibitors | hit rate 0.13% among 410,000;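 also: loss of luciferase light is scored as toxicity; % is scaled to controls: 0 for no effect and ±100 for the full control effect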
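Luminescence readout: signal drop marks cytotoxicity. Plated cells grew 12 h at 37 °C, 5% CO2, received 23 nL compound for 24 h, then got luciferase reagent, read after 12 min at RT.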
KB-3-1 tox = qHTS assay for MDR1-selective chemotherapeutics: Primary screen using the parental adenocarcinoma cell KB-3-1. KB-3-1 viability, CellTiter-Glo ATP luminescence, 72 h. Potency, µM (top dose mostly 46.1 µM), for inactives: at the top dose activity change, negative = cytotoxic, actives largely listed as cytotoxic. hit rate 1.4% among 400,000. AID 1347075, 2019; also: % is scaled to controls: 0 for no effect and ±100 for the full control effect; nearly all actives have a fitted effect of over 60% in size
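Here the drug-naive KB-3-1 line serves as comparator for MDR sub-line selectivity; cells received compound titrations, 72 h at 37 °C, then CellTiter-Glo readout.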
Numbers without * were called inactive; ? = inconclusive; / = no result given; & = joins results of further samples; [ ] = dose if it differs, or a comment. Calls follow the shape of the dose curve; as a rule, active = well fitted curve in the direction sought with a large enough effect; inconclusive = small, poorly fitted or top-dose-only effect, or another doubt; inactive = no such curve, though single readings can be large; an effect the other way counts as inactive or inconclusive. Potency is read from the fitted curve at half-maximal effect.

SMILES	GLP-1R agonist	TDP-43 yeast inh	SW480 rereplic	HT1080NT lethal	HT1080 IDH1KD tx	KB-V1 MDR tox	GLP1R inv ag	GLP1R cytotox	KB-3-1 tox
COc1cc(NC(=O)c2sc3ncn(CC(=O)N4CCCC(C)C4)c(=O)c3c2C)cc(OC)c1OC (stereo not drawn)	5.9%	6.8%	1.2%	-10.8%	-6.6%	?	24.9%	8.2%	3.4%
CCC(C)C(NC(=O)OC(C)(C)C)C(=O)NC(C(=O)NC(C)C(N)=O)C(C)C (stereo not drawn)	-4.3%	3.3%	-15.9%	6.8%	5.4%	17.9%	4.3%	4.8%	-0.6%
O=c1[nH]c(=O)c2[nH]c(=S)n(-c3ccccc3)c2[nH]1	-1.3%	-9.3%	-19.2%	-0.3%	3.0%	2.0%	-9.4%	-5.0%	?
COc1ccccc1Cc1c(-c2cccc(Br)c2)nc2c(C)cc(Br)cn12	-5.8%	?	/	?	?	?	?	-28.8%	-8.4%
CCOC(=O)N1CCC(n2c(SCC(=O)NCc3ccco3)nc3ccsc3c2=O)CC1	2.8%	-22.4%	-1.2%	7.8%	-2.7%	2.06µM*	0.0%	-39.1%	?
Cc1ccc(C(=O)Cc2nnc(C)s2)cc1	0.5%	15.8%	-5.5%	12.3%	4.9%	14.9%	-3.1%	-2.9%	1.9%
Cc1noc(C)c1-c1ccc(C(=O)NCCC(F)(F)F)c2occc12	-0.4%	0.0%	/	11.3%	8.0%	-8.4%	-2.3%	3.7%	-0.2%
Cc1nc(NC(=O)CN2CC(C)OC(C)C2)sc1C(=O)N(C)C (stereo not drawn)	0.8%	-16.0%	-1.5%	19.5%	0.2%	-8.5%	15.0%	11.6%	-18.9%
CCCCCOc1ccccc1C(=O)NCCCCCC(=O)O	2.8%	18.4%	-44.3%[inhibitor]	18.8%	-5.9%	-8.3%	20.5%	3.0%	-1.1%
CC(/C=N/NC(=O)Cc1cccn1C)=C\c1ccco1	-2.1%	17.8%	-3.6%	1.0%	0.0%	15.6%	0.0%	0.3%	6.8%

Profiles as entered above. Order of values: GLP-1R agonist, TDP-43 yeast inh, SW480 rereplic, HT1080NT lethal, HT1080 IDH1KD tx, KB-V1 MDR tox, GLP1R inv ag, GLP1R cytotox, KB-3-1 tox
Profile of `COc1cc(NC(=O)c2sc3ncn(CC(=O)N4CCCC(C)C4)c(=O)c3c2C)cc(OC)c1OC` (stereo not drawn) → 5.9%, 6.8%, 1.2%, -10.8%, -6.6%, ?, 24.9%, 8.2%, 3.4%
Profile of `COc1ccccc1Cc1c(-c2cccc(Br)c2)nc2c(C)cc(Br)cn12` → -5.8%, ?, /, ?, ?, ?, ?, -28.8%, -8.4%
Profile of `Cc1ccc(C(=O)Cc2nnc(C)s2)cc1` → 0.5%, 15.8%, -5.5%, 12.3%, 4.9%, 14.9%, -3.1%, -2.9%, 1.9%
Profile of `CC(/C=N/NC(=O)Cc1cccn1C)=C\c1ccco1` → -2.1%, 17.8%, -3.6%, 1.0%, 0.0%, 15.6%, 0.0%, 0.3%, 6.8%
Profile of `Cc1noc(C)c1-c1ccc(C(=O)NCCC(F)(F)F)c2occc12` → -0.4%, 0.0%, /, 11.3%, 8.0%, -8.4%, -2.3%, 3.7%, -0.2%

Carrying on.
SMILES	GLP-1R agonist	TDP-43 yeast inh	SW480 rereplic	HT1080NT lethal	HT1080 IDH1KD tx	KB-V1 MDR tox	GLP1R inv ag	GLP1R cytotox	KB-3-1 tox
COc1nc(-c2ccc(C)cc2)ccc1-c1noc(-c2cccnc2)n1	5.9%	15.2%	-12.9%	18.7%	17.4%	-32.7%&-9.7%	23.2%	-0.2%	-17.1%&0.0%
CC(CNC(=O)CN(C)CC(=O)Nc1ccccc1Br)c1ccccc1 (stereo not drawn)	-2.1%	19.2%	-1.3%	5.6%	9.8%	-8.2%	-28.5%	-15.7%	5.2%
CSc1cc(-c2ccc(Cl)cc2)c(C(=O)NN)s1	0.8%	?	?	?	?	8.2µM*	0.0%	-10.3%	?
Cc1ccc2c(=O)cc(C(=O)NCCc3ccc(S(N)(=O)=O)cc3)oc2c1	7.5%	-4.3%	-5.6%	0.7%	2.0%	-0.3%	7.4%	-4.2%	-3.2%
COc1cc(SC)ccc1C(=O)NC(C)C	5.7%	-1.6%	-1.2%	?	17.4%	-1.4%	0.8%	11.7%	-11.3%
CC[C@H](C)[C@H](NC(=O)OCc1ccccc1)C(=O)Nc1ccc(NC(C)=O)cc1	3.9%	-11.5%	3.2%	0.4%	8.9%	7.8%	3.3%	-7.9%	13.5%
CC(C)(C)c1ccc(S(=O)(=O)N2CC(C(=O)O)Oc3ccc(Cl)cc32)cc1 (stereo not drawn)	-0.4%	5.9%	-3.0%	-19.2%	-23.7%	16.4%	-0.6%	2.3%	0.5%
CCOC(=O)N1CCN(C(=O)CCn2c(=O)[nH]c3ccsc3c2=O)CC1	7.7%	-4.8%	-10.6%	2.7%	9.9%	?	17.4%	1.3%	12.2%
CC(C)CC1NC(=O)N(Cc2nc3ccccc3s2)C1=O (stereo not drawn)	12.6%	-19.2%	-8.6%	-5.5%	-0.8%	-15.3%	-21.4%	2.9%	2.3%
CN1C(=O)/C(=C/c2ccc(OCc3cccc(F)c3)cc2)NC1=S	-8.8%	17.1%	4.7%	24.6%	24.8%	-5.2%	-7.5%	-8.8%	-2.9%
O=C(NCc1cccnc1)c1[nH]c(C(F)(F)F)nc1-c1ccccc1	-5.9%	?	/	10.3%	21.2%	14.3%	26.5%	3.9%	0.0%
CCCOc1ccc(-c2nc(C#N)c(N3CCN(C)CC3)o2)cc1	0.3%	12.8%	3.0%	-16.1%	2.4%	-1.8%	?	-6.2%	-10.7%
COc1ccc(NC(=O)CSc2nnc(-c3ccco3)n2N)cc1Cl	8.3%	3.6%	-23.0%	29.0%	12.6%	18.1%	14.4%	-6.8%	0.2%
O=C(CN1C(=O)c2ccccc2C1=O)c1ccccc1	-8.5%	22.2%	-3.9%	14.9%	18.5%	1.6%	-0.2%	-0.7%	-4.4%
Cc1cccc(CNC(=O)c2ccc(C)c(-n3c(C)nc4cccnc43)c2)c1	/	13.0%	/	/	/	10.7%	0.6%	-0.4%	0.6%
CC1CCN(C(=O)C2CCN(S(=O)(=O)c3cccnc3)CC2)CC1	-8.8%	-14.7%	1.1%	-1.5%	7.4%	-24.0%	23.1%	-11.2%	-1.3%
COc1ccc(CNC(=O)c2csc(Cc3ccc(Cl)cc3)n2)cc1	5.9%	-3.2%	9.4%	-0.3%	-1.9%	?	-1.8%	-0.8%	-12.8%
O=C(CCS(=O)(=O)c1cc(Br)cc2c1N(C(=O)C1CC1)CC2)NCc1ccc(Cl)cc1	/	1.6%	/	/	/	10.1%	?	-14.5%	6.6%
Cc1ccccc1Nc1nc(N)c2ccccc2n1	-2.1%	-57.5%[inhibitor]	0.6%	?	16.4µM*	?	?	-17.8%	?
O=C(O)CNC(=O)CCCn1nnc2ccccc2c1=O	-0.6%	16.0%	-5.3%	2.8%	-2.9%	0.0%	15.3%	1.4%	4.3%
CCCN(CCC)CCNC(=O)C1(O)c2ccccc2NC(=O)N1c1cccc(OC)c1 (stereo not drawn)	7.7%	10.2%	-3.5%	13.6%	23.3%	7.9%	-6.8%	-5.6%	8.0%
CCOc1ccc(NC(=O)CN(C)C(=O)c2ccccc2-n2cnnn2)cc1OCC	12.2%	-8.8%	3.7%	-0.9%	5.7%	0.0%	49.3%[activator]	2.9%	11.9%
O=C(Nc1ccc2c(c1)C(=O)OC2)c1ccccc1Cl	7.6%	4.8%	-29.8%	4.7%	2.7%	5.8%	13.0%	-8.4%	-3.3%
COc1ccc(N2CCN(C(=S)Nc3cccc(C)c3C)CC2)cc1	-0.9%	-19.4%	-4.3%	1.1%	7.3%	-9.6%	-3.4%	10.1%	2.4%
CC1CCCN(S(=O)(=O)c2ccc(Br)s2)C1 (stereo not drawn)	-14.5%	?	-12.7%	0.8%	1.1%	?	-29.5%	-0.4%	-0.2%
O=C(/C(=N/O)c1ccccc1)c1ccccc1	-0.2%	22.4µM*	-9.9%	-5.0%	-4.4%	?	-29.3%	?	-5.6%
Cc1cc(C)n(-c2ncnc3sc(C)c(C)c23)n1	16.7%	1.0%	-2.1%	0.3%	0.6%	8.4%	0.0%	7.0%	-1.8%
CCOc1ccc(/C(O)=C2\C(=O)C(=O)N(CCOCCO)C2c2ccccc2OC)cc1 (stereo not drawn)	-4.1%	-2.9%	-3.8%	16.0%	9.7%	-2.6%	2.2%	4.6%	-3.7%
COc1ccc(C(c2c(O)ccc3ccccc23)N2CCOCC2)c(OC)c1 (stereo not drawn)	0.6%	-94.5%[inhibitor]	?	-8.3%	?	5.0%	10µM*	?	-0.3%
COc1cccc(/C=C2/SC(=O)N(C)C2=O)c1OCc1ccc(C(=O)O)cc1	8.4%	-9.0%[9.22 µM]	-2.7%	-2.3%	-3.5%	1.5%	30.7%[activator]	-2.5%	7.5%
Cn1c(Cc2ccccc2)nnc1SCC(=O)Nc1ccc2c(c1)OCO2	-0.2%	10.8%	2.8%	-11.7%	?	8.5%	1.9%	2.9%	12.2%
Cn1cnnc1SCC(=O)Nc1ccc(Cl)cc1	-2.6%	12.2%	-50.0%[inhibitor]	2.9%	-0.3%	-3.4%	1.3%	-19.9%	27.3%
COc1ncnc2c1ncn2CCCNC1CCN(Cc2ccccc2)CC1	-2.1%	0.0%	/	-7.0%	-12.8%	-0.3%	-33.9%	-14.2%	2.9%

Source: PubChem BioAssay (National Center for Advancing Translational Sciences (NCATS))
